# High-throughput results as filed in PubChem.
# RSV antiviral HEp-2 – RSV antiviral activity via CPE protection, HEp-2 cells, primary 10 µM value included (AID 2391) | CPE inhibition, % at 10 µM; hits with a dose series show IC50 in µM | 310,000 compounds, 0.13% hits | HEp-2 cells, RSV-induced CPE inhibition; higher % means a stronger effect; in the data active = a potency from the dose series; note: strong numbers were not always called active
# West Nile antiviral – inhibition of WNV-induced cytopathic effect – cell-based, CPE readout (AID 1621); West Nile virus-infected cells, CPE inhibition; higher % means a stronger effect; CPE inhibition, % at 10 µM; hits with a dose series show IC50 in µM; 290,000 compounds, 0.02% hits; in the data active = a potency from the dose series; note: strong numbers were not always called active
# TNAP activators – human TNAP enzyme activators, primary screen, biochemical, luminescent, no phosphate acceptor, uHTS (AID 1001); 200,000 compounds, 0.03% hits; one-dose activation fold at 20 µM; EC50 in µM for titrated hits; purified TNAP, luminescent activation assay, no phosphate acceptor; higher activation fold means a stronger effect; in the data active = activation fold from about 3, or a potency from the dose series; inactive = the rest, 99 in 100 with activation fold below about 1.6; note: many of its hits are not listed in these tables
# UTI89 phage lysis – protection from phage-mediated lysis, alamar blue read-out – E. coli UTI89, K1F phage, bacterial capsule biogenesis inhibitors (AID 488966); inhibition, % at 100 µM; hits with a dose series show IC50 in µM; E. coli UTI89 K1F phage lysis, alamar blue, 2 h; higher % means a stronger effect; 340,000 compounds, 0.02% hits;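 active = phage lysis inhibition, versus mean bacterial control, above a set limit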;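 note: capsule biogenesis inhibitors block K1F phage lysis so surviving cells raise fluorescence; higher fluorescence means more inhibition of phage lysis; actives were called in the ten point dose series up to 300 µM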
# M1AAP inhibition – malaria alanyl aminopeptidase activity blockers – biochemical, fluorogenic H-Leu-NHMec substrate, 1536-well (AID 1445); recombinant M1AAP, H-Leu-NHMec fluorogenic kinetic assay; higher % means a stronger effect; one-dose inhibition, % at 30 µM; IC50 in µM for titrated hits; 220,000 compounds, 0.42% hits;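 active = primary inhibition above the hit cutoff, then over 50% inhibition at one or more dose response concentrations, cut at about 23% in these data, passing the limit was not always enough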;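 note: plate controls were DMSO full reaction for no effect and no enzyme background for full effect; strong numbers were not always called active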
# human PMI inhibitors – MPI inhibition at elevated mannose 6-phosphate – biochemical, fluorescence intensity, high mannose 6-phosphate, primary screen (AID 1220); recombinant PMI enzyme, coupled fluorescence intensity; higher % means a stronger effect; inhibition, % at 20 µM, or IC50 in µM where a hit was titrated; 190,000 compounds, 0.66% hits
# human PMI inhibition – MPI enzyme activity inhibition – biochemical, fluorescence intensity, coupled assay, primary screen (AID 1209); purified PMI enzyme, coupled fluorescence intensity; higher % means a stronger effect; one-dose inhibition, % at 20 µM; IC50 in µM for titrated hits; 190,000 compounds, 0.42% hits;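 note: plate controls were DMSO vehicle for no effect and wells lacking substrate for full effect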
# M17LAP inhibition – P. falciparum M17LAP inhibitors, primary screen, biochemical, fluorogenic H-Leu-NHMec substrate, 1536-well (AID 1619); recombinant M17LAP, H-Leu-NHMec fluorogenic kinetic assay; higher % means a stronger effect; one-dose inhibition, % at 30 µM; IC50 in µM for titrated hits; 220,000 compounds, 0.38% hits;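 active = compound inhibiting the enzyme by more than half at any dose during confirmatory dose-response retesting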;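 note: plate controls were full reaction with DMSO carrier for no effect and no enzyme background for full effect; strong numbers were not always called active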
# T cell modulator – T cell immune modulation candidate | 2C CD8+ T cell-vesicle binding, flow cytometry; hits give low values | 330,000 compounds, 0.068% hits | calls only at 7 µM;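 active = response, share of CD8 T cells binding vesicles, and their 90th percentile fluorescence all below set limits, cut at about 80% in these data, passing the limit was not always enough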
#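 Test system: purified 2C TCR transgenic mouse naive CD8+ T cells. Probe or stimulus: QL9-peptide-loaded Drosophila micro-vesicles bearing Ld, ICAM-1 and B7-1. Incubation: binding step 1.5 h, 37 °C, antibody labelling 20 min, ice. Measured by: flow cytometry of vesicle-bound cells.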
# T cell modulator vesicle-bound % – recorded beside T cell modulator, whose call it bears; double positive events, %; measured here: CD8+ vesicle-bound cell fraction;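 binding gate set so that unloaded-vesicle control wells show 10% double positive cells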
# Active calls of the source: *; i = inactive; · = no result given; [ ] = remark or other dose. Cut-off read from the data, not from the text of the source, unless noted: active = inhibition above about 50%; inactive = the rest.
# Every second line gives: RSV antiviral HEp-2	West Nile antiviral	TNAP activators	UTI89 phage lysis	M1AAP inhibition	human PMI inhibitors	human PMI inhibition	M17LAP inhibition	T cell modulator	T cell modulator vesicle-bound %
(1) CCC(NC(=O)c1cc(COc2ccc(Cl)cc2OC)on1)c1ccncc1 (stereo not drawn)
 : 9.9%	-1.1%	·	0.9%	·	·	·	·	i	7
(2) Cc1nc(SCC(=O)OCc2ccccc2)c(C#N)c(-c2ccccc2)c1C(=O)Nc1ccccc1
 : 1.6%	0.5%	1.1	0.9%	4%	7%	1%	4%	i	22
(3) CCN1C(=O)C2(/C(=C(\O)c3ccc4c(c3)OCCO4)C(=O)C(=O)N2CCCOC)c2ccccc21 (stereo not drawn)
 : 1.6%	0.4%	1.1	0.1%	9%	-4%	-4%	23%	i	58
(4) Cc1cc(C(C)(C)C)c(O)c(C)c1CC1=NCCN1
 : -1.8%	0.2%	1.1	5.9%	2%	-5%	-1%	3%	i	67
(5) CCCCc1c(O)nc(SCC(=O)N2CCOCC2)n(-c2ccccc2C)c1=O
 : 0.7%	0.2%	1.2	2.4%	3%	-3%	-4%	10%	i	42
(6) CC(C(=O)Nc1c2c(cc3c1CCC3)CCC2)N1CCCC1 (stereo not drawn)
 : 0.5%	2.0%	1.1	0.1%	3%	0%	-2%	-17%	i	57
(7) COc1ccc(NC(=O)c2cnc(C)cn2)cc1-n1cnnn1
 : 2.9%	-0.1%	1.1	0.8%	1%	9%	8%	1%	i	40
(8) CCCCN1CN(Cc2ccco2)CNC1=S
 : 0.6%	1.4%	1.2	2.1%[50 µM]	3%	-9%	0%	-7%	i	26
(9) COC(C(=O)NC(C(C)C)C(C)C)c1ccccc1 (stereo not drawn)
 : 1.2%	-0.3%	1.1	6.7%	2%	8%	8%	-6%	i	37
(10) CC(=O)Nc1ccc(NC(=O)Cn2cc3c(n2)CCC(C)C3)cc1 (stereo not drawn)
 : ·	0.1%	1	·	5%	0%	-2%	7%	·	·
(11) CCOC(=O)N1CCN(C(=O)Cn2cc3c(n2)CCCC3)CC1
 : 2.6%	-0.3%	1.1	1.0%	0%	-4%	0%	11%	i	12
(12) COC(=O)c1cc(C)sc1NC(=O)CCCC(=O)O
 : 1.4%	-0.1%	1.1	-0.1%	-2%	1%	2%	12%	i	32
(13) CCOC(=O)CSc1nc(C)c(C(C)=O)cc1C(N)=O
 : 1.7%	0.3%	1	-0.1%	0%	0%	-2%	-4%	i	56
(14) Cc1nc(-c2ccc(S(=O)(=O)NCC3CCN(C(=O)OC(C)(C)C)CC3)s2)cs1
 : ·	-0.7%	·	0.7%	3%	·	·	3%	i	32
(15) Cc1cc(NC(=O)Nc2ccc(F)cc2)no1
 : -0.1%	-0.1%	1.1	0.3%	4%	19%	12%	3%	i	40
(16) O=C(Nc1ccc2oc(-c3ccccc3Cl)nc2c1)c1ncn[nH]1
 : 3.1%	1.9%	1.8	-0.3%	9%	-39%	-18%	19%	i	60
(17) O=C(Nc1ccc(C2CCCCC2)cc1)C1CCCN(c2ncccn2)C1 (stereo not drawn)
 : 0.0%	0.9%	1	i	·	-6%	-6%	·	·	·
(18) CCOc1ccc(C(=O)NCCCN2CCOCC2)cc1OCC
 : -0.3%	0.3%	1.1	-0.6%	-5%	-2%	-2%	5%	i	46
(19) CSc1nc(N)n2nc(C(C)(C)C)cc2n1
 : 1.6%	0.7%	·	0.9%	0%	·	·	-7%	i	60
(20) COc1cc(OC)c(C2NC(=O)CCC2[N+](=O)[O-])cc1OC (stereo not drawn)
 : 0.4%	-0.1%	·	4.1%[50 µM]	·	·	·	·	i	27

# 3 of the entries above in order of their number in human PMI inhibition, high to low.
nr | SMILES | human PMI inhibition
2 | Cc1nc(SCC(=O)OCc2ccccc2)c(C#N)c(-c2ccccc2)c1C(=O)Nc1ccccc1 | 1%
13 | CCOC(=O)CSc1nc(C)c(C(C)=O)cc1C(N)=O | -2%
5 | CCCCc1c(O)nc(SCC(=O)N2CCOCC2)n(-c2ccccc2C)c1=O | -4%

# (next part)
# Every second line gives: RSV antiviral HEp-2	West Nile antiviral	TNAP activators	UTI89 phage lysis	M1AAP inhibition	human PMI inhibitors	human PMI inhibition	M17LAP inhibition	T cell modulator	T cell modulator vesicle-bound %
(21) CCCCCCOC(=O)c1ccc(NC(=O)c2cc(OC)c(OC)c(OC)c2Br)cc1
 : 2.4%	-0.2%	1	0.9%	4%	10%	14%	-1%	i	28
(22) CCCCOc1ccc(S(=O)(=O)NNC(=O)c2cc3ccccc3o2)cc1
 : 5.8%	-0.2%	1.1	-0.4%	7%	12%	27%	-8%	i	29
(23) Cc1ccc(C(=O)N2CCC3(CC2)Oc2ccc(Cl)cc2C(=O)C32CC(c3cccnc3)=NO2)s1 (stereo not drawn)
 : 3.7%	0.1%	·	-0.8%	2%	·	·	15%	i	6
(24) COc1ccc(CNC(=O)c2ccc(N3CCOCC3)c([N+](=O)[O-])c2)cc1
 : 0.9%	-0.7%	1	-0.1%	2%	-1%	-3%	0%	i	61
(25) COc1ccccc1NS(=O)(=O)c1cccc(C(=O)NCc2ccccn2)c1
 : 1.8%	-0.4%	·	0.2%	·	·	·	·	i	62
(26) COc1ccc(NC(=O)CSc2nnc(CNC(=O)c3cccs3)o2)c(OC)c1
 : 1.5%	0.1%	·	0.2%	·	·	·	·	i	64
(27) CCC(=O)Nc1cccc(C2=NOC3(C2)C[C@@H](C(N)=O)N(C(=O)c2cc([N+](=O)[O-])cc([N+](=O)[O-])c2C)C3)c1 (stereo partly drawn)
 : 0.7%	0.0%	·	3.4%	-1%	·	·	2%	i	23
(28) C=CCn1c(SCC(=O)Nc2sccc2C(N)=O)nc2ccc(Cl)cc2c1=O
 : 5.4%	0.1%	1.1	-0.2%	5%	1%	6%	12%	i	8
(29) CCN(CC)C(=O)COC(=O)c1cc(-c2ccco2)nc2ccccc12
 : ·	-0.5%	1	-0.5%	16%	-56%	-52%	-20%	·	·
(30) Cc1cccn2c(=O)c(/C=C(\C#N)S(=O)(=O)c3ccc(Cl)cc3)c(N3CCC(C(N)=O)CC3)nc12
 : 1.9%	0.7%	1	-0.1%	10%	8%	9%	6%	i	25
(31) Cn1c(=O)[nH]c(=O)c2c1nc(N1CCN(Cc3ccccc3)CC1)n2CCSc1ncccn1
 : 2.1%	0.2%	1.1	3.7%	0%	5%	8%	0%	i	12
(32) CC(C)=CCC/C(C)=C/C=N/NC(=O)c1ccccc1[N+](=O)[O-]
 : ·	0.0%	1	0.9%	4%	4%	1%	5%	i	14
(33) Cc1oc2nc(SCC(=O)Nc3ccc(S(N)(=O)=O)cc3)nc(NC(=O)c3ccccc3)c2c1C
 : 6.9%	1.3%	1	-0.5%	-3%	8%	1%	3%	i	50
(34) CCOC(=O)c1c(C)n(C)c2ccc(OC(=O)c3ccc([N+](=O)[O-])cc3)cc12
 : 1.6%	-0.3%	0.9	3.8%	-11%	-10%	-2%	-6%	i	11
(35) COc1cc2oc3ccccc3c2cc1N(CC(=O)N(C)C)S(=O)(=O)c1ccccc1
 : 4.5%	-0.1%	1	0.2%	-2%	2%	1%	5%	i	25
(36) COc1ccc(/C(N)=N/OC(=O)c2cccc([N+](=O)[O-])c2C)cc1OC
 : 2.3%	-0.1%	1	1.3%	6%	4%	8%	13%	i	37
(37) Cc1cccc(-n2nnc(C(=O)NCc3ccccn3)c2N)c1
 : 1.5%	-0.6%	1	0.0%	4%	14%	14%	8%	i	11
(38) N#C/C(=N\Nc1cccc(F)c1)C(=N)N1CCCCCC1
 : 1.6%	-0.6%	1	0.1%	3%	-12%	-6%	0%	i	47
(39) O=C(NCC1CCCO1)c1nc2c(nnn2Cc2ccccc2Cl)c(=O)[nH]1 (stereo not drawn)
 : 0.4%	-0.3%	1.1	4.4%	-2%	-22%	-13%	4%	i	40
(40) COc1ccc(NS(=O)(=O)c2ccc(NC(=O)c3ccc(Br)cc3)cc2)nn1
 : 3.7%	0.2%	1.1	1.0%	10%	10%	12%	12%	i	27
(41) COc1ccc(C2C(=O)c3ccccc3C2=O)cc1OC
 : 0.4%	0.9%	1	3.0%	-16%	-38%	-37%	9%	i	45
(42) CCOCCCNC(=O)CN1CCN(Cc2ccc(Cl)cc2)C1=O
 : 2.9%	-0.3%	·	0.4%	·	·	·	·	i	31
(43) CCCCn1c(-c2cccs2)nc2oc3ccccc3c(=O)c2c1=O
 : 0.0%	0.2%	·	-0.6%	-3%	·	·	6%	i	56
(44) O=C(COc1ccc(Cl)cc1)Nc1nc(-c2cccs2)cs1
 : 1.6%	-0.2%	1	1.4%	-3%	7%	-5%	-6%	i	16
(45) Cc1nn(-c2cc(C(F)(F)F)ccc2Cl)c2nc(C(Cl)(Cl)Cl)[nH]c(=O)c12
 : 21%	0.6%	·	0.2%	14%	·	·	12%	i	57
(46) CCOc1cc(N2CCOCC2)c(OCC)cc1NC(=O)Cc1ccccc1OC
 : 0.3%	0.2%	1.1	0.3%	2%	52%*	27%	15%	i	2
(47) COc1ccc2c(=O)c(N3C(=O)c4ccccc4C3=O)coc2c1
 : 0.6%	0.1%	1.1	0.2%	9%	2%	3%	7%	i	31
(48) N#CCCN(C(=O)c1cc2c(s1)-c1ccccc1S(=O)(=O)C2)c1ccccc1
 : 5.6%	0.1%	·	-0.3%	·	·	·	·	i	12
(49) COc1ccccc1NC(=O)c1cc(Cl)nnc1Cl
 : -0.5%	-0.6%	1	0.5%	-1%	-6%	-13%	-3%	i	21
(50) CCOC(=O)c1c(/N=C/c2cccc([N+](=O)[O-])c2O)sc2c1CCC2
 : 3.6%	0.6%	·	0.2%	6%	·	·	1%	i	40
(51) COc1ccccc1N1CCN(C(=O)c2ccc(CS(=O)(=O)c3ccccc3OC)o2)CC1
 : 5.9%	0.1%	1	1.4%	2%	16%	15%	9%	i	44
(52) COc1cc(C2Nc3cccc4cccc(c34)N2)ccc1O
 : 45%	-0.7%	·	1.3%	·	·	·	·	i	47
(53) COc1ccc(-n2cccc2/C=C2\C(=N)N3N=C(c4ccco4)SC3=NC2=O)cc1
 : 5.8%	0.1%	0.9	0.3%	4%	-15%	-15%	29%	i	23
(54) O=S(=O)(/N=C(/Nc1ccc(F)cc1F)c1ccccc1)c1ccccc1
 : 2.3%	-0.4%	1	6.3%	1%	11%	19%	13%	i	46
(55) CCCCN(CC)CCCNC(=O)c1cc2c(=O)[nH]c3ccccc3c2s1
 : -1.0%	0.1%	·	-0.1%	·	·	·	·	i	26
(56) Cc1cc(S(=O)(=O)N2CCN(c3ncccn3)CC2)ccc1-n1cnnn1
 : 1.2%	0.7%	1.1	0.3%	-1%	-1%	-1%	-12%	i	24
(57) COc1ccccc1CNC(=O)c1ccc(NS(C)(=O)=O)cc1
 : 4.1%	0.2%	1.1	1.8%	-5%	-2%	-2%	-9%	i	11
(58) C/C(=N/NC(=O)CNS(=O)(=O)c1ccccc1)c1ccc(Br)cc1
 : 1.7%	0.2%	·	0.1%	·	·	·	·	i	29
